Compound activity from PubChem BioAssay.
TrxR1 substrate = substrates of rat thioredoxin reductase 1 | purified TrxR1 substrate turnover, NADPH consumption readout | Potency, µM (top dose mostly 114 µM), for inactives: at the top dose activity change, negative = substrate turnover | 390,000 tested, 0.01% active; note: potency is the fitted concentration of half-maximal effect; % is set by controls: 0 for no effect and ±100 for the full control effect; nearly all actives have a fitted effect of over 50% in size
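Rat TrxR1, dispensed at 90 nM, was prereduced with 400 uM NADPH (final) for 5 min at ~22 deg C, then incubated with compound 15 min before 400 uM selenite. A first-read NADPH fluorescence drop versus no-compound background flagged substrates.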
PI4K2A block = PI4K2A (human) kinase inhibition; Q9BTU6; purified PI4K2A, ADP-Glo luminescence, 1 h; hits give low values; activity change, negative = inhibition, % at 76.9 µM; 420,000 tested, 0.13% active; in the data active = activity change below about -50%; inconclusive = mostly about -30% to -49%;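 note: -100% = wells without enzyme as full effect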
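PI4K2A activity was measured by ADP-Glo luminescence: enzyme (4 ug/mL stock) and phosphatidylinositol (1.2 mM stock) in Tris pH 7.5/MgCl2/EGTA/Triton X-100 buffer were reacted with ATP (300 microM stock) for one hour at ambient temperature.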
RXFP1 ag = RXFP1 (human) receptor agonism; Q9HBX9; HEK293T-RXFP1 cAMP TR-FRET, 30 min; response scale: percent of porcine relaxin response, buffer zero; 370,000 tested, 0.3% active; Potency, µM (series often up to 57.5 µM), for inactives: top-dose activation, actives largely listed as activators; note: potency is the fitted concentration of half-maximal effect; % is set by controls: 0 for no effect and ±100 for the full control effect; nearly all actives have a fitted effect of over 60% in size; many of its hits are not listed in these tables
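HEK293T cells stably expressing RXFP1 were pretreated with the PDE4 inhibitor Ro 20174, exposed to compounds for 30 min at 37C, lysed, and cAMP was read by TR-FRET. Data normalized to buffer (basal) and 29 nM porcine relaxin (100%).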
Vif-A3F inh = inhibitors of Vif-A3F interaction. AID 602313. 390,000 tested, 0.2% active. Potency, µM (top dose mostly 46.1 µM), for the others: at the highest dose activity, negative = active. HeLa A3F-eYFP + Vif (tagged APOBEC3F with the HIV-1 protein that degrades it), YFP fluorescence increase; note: potency is the fitted concentration of half-maximal effect; % of control where 0% means no effect; nearly all actives have a fitted effect of over 65% in size
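HeLa cells stably expressing A3F-eYFP plus Vif, plated and incubated overnight at 37 deg C, then exposed to compounds overnight at 37 deg C. Blocked degradation read as raised yellow fluorescence (Ex 488/Em 500-530).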
IDH1 R132H inh = inhibitors of human mutant IDH1 R132H | AID 602179 | Potency, µM (titrated, usually from 76.6 µM), for inactives: at the highest dose activity change, negative = inhibition, usual class: inhibitors | IDH1-R132H enzyme, NADPH consumption, diaphorase/resazurin fluorescence | O75874 | 390,000 tested, 0.093% active; note: potency is the fitted concentration of half-maximal effect; % is set by controls: 0 for no effect and ±100 for the full control effect; nearly all actives have a fitted effect of over 65% in size
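IDH1-R132H (0.5 ug/mL dispensed) in pH 7.5 Tris buffer was preincubated 30 min with compound, then given a substrate mix of 0.016 mM NADPH and 2 mM alpha-KG for 80 min at room temperature; remaining NADPH was read by diaphorase/resazurin fluorescence.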
USP1 inh = inhibitors of human USP1/UAF1 deubiquitinase. Potency, µM (doses to about 57.1 µM), inactives show at the highest dose activity change, negative = inhibition, usual class: inhibitors. recombinant USP1/UAF1, Ub-Rhodamine cleavage fluorescence. O94782. 390,000 tested, 0.23% active; note: potency is the fitted concentration of half-maximal effect; % is set by controls: 0 for no effect and ±100 for the full control effect; nearly all actives have a fitted effect of over 60% in size; inactives centre near -12
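Step one: compound is pinned into 1nM USP1/UAF1 in HEPES pH 7.8 buffer with TCEP. Step two: 15 min room-temperature incubation. Step three: Ub-Rho (150nM final) starts cleavage, tracked by fluorescence over six one-minute reads.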
LDHA inh = inhibitors of human lactate dehydrogenase A; P00338; purified LDHA, NADH/diaphorase-resazurin fluorescence; hits give low values; activity change, % (values are at about 110 or 230 µM); 480,000 tested, 0.15% active; in the data active = activity change below about -30%; inconclusive = mostly about -25% to -30%;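 note: plate controls were DMSO wells for no effect and wells without enzyme for full effect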
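Resorufin fluorescence (ex540/em590), read at 0 and 20 min after diaphorase/resazurin addition, reports the NADH left after a 5 min room-temperature reaction of 2 nM human LDH5 with 0.06 mM NADH and 0.2 mM pyruvate.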
GRP78 ERSR act = ER stress response induction in glioma; U87-MG GRP78 promoter luciferase reporter, 16 h; Potency, µM, for the others: at the top dose activation, hits mostly activators; 420,000 tested, 0.02% active; note: potency is the fitted concentration of half-maximal effect; series mostly up to about 76 µM; % of control where 0% means no effect; nearly all actives have a fitted effect of over 35% in size
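Stably transfected U87-MG human glioma cells carrying a GRP78-based luminescent sensor were seeded at 1000 cells/well, pin-dosed with compounds and incubated 16 h. Luciferase reagent was then added, and end-point luminescence was read after 10 min at room temperature.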
Vif-APOBEC3G blk = blocks the Vif interaction with human APOBEC3G; HeLa A3G-eYFP + Vif (tagged APOBEC3G with the HIV-1 protein that degrades it), YFP fluorescence, overnight; Potency, µM (top dose mostly 46.1 µM), inactives show at the highest dose activity, negative = active, hits mostly inhibitors; AID 602310; Q9HC16; 410,000 tested, 0.076% active;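 note: potency is the fitted concentration of half-maximal effect; % is set by controls: 0 for no effect and ±100 for the full control effect; nearly all actives have a fitted effect of over 60% in size; hits raise eYFP signal because A3G escapes Vif-driven loss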
Target sequence (Q9HC16 whole entry, looked up): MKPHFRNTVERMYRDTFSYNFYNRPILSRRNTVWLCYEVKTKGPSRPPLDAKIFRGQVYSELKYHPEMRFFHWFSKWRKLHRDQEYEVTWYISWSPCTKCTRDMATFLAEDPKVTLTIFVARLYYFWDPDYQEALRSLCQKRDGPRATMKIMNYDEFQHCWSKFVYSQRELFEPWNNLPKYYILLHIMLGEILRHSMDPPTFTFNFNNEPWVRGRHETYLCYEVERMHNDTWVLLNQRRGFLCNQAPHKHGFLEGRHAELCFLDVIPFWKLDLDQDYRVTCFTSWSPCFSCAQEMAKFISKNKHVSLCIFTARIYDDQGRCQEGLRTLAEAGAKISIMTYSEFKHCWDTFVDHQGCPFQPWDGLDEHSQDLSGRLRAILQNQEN
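HeLa cells stably expressing Vif and C-terminally eYFP-tagged A3G, seeded overnight at 37 deg C, then exposed to compound by pintool overnight at 37 deg C. Rise in yellow fluorescence (Ex 488/Em 500-530, Acumen) marks blocked Vif-driven A3G degradation.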
Active calls of the source: *; ? = inconclusive; · = not tested or not shown; & = joins results of further samples; [ ] = remark or other dose. Unless noted, calls come from the whole dose curve; as a rule, active = well fitted curve in the direction sought with a large enough effect; inconclusive = small, poorly fitted or top-dose-only effect, or another doubt; inactive = no such curve, though single readings can be large; an effect the other way counts as inactive or inconclusive. Only part of the results is shown, so the mix of outcomes need not match the whole.

SMILES	TrxR1 substrate	PI4K2A block	RXFP1 ag	Vif-A3F inh	IDH1 R132H inh	USP1 inh	LDHA inh	GRP78 ERSR act	Vif-APOBEC3G blk
COc1cc2nc(N3CCN(C(=O)C4COc5ccccc5O4)CC3)nc(N)c2cc1OC (stereo unspecified)	229%[activator][57.1 µM]	-1&-4&-2	0.7%	-11%	-2%	-21%	10&4	-3%&-5%	-3%
Cc1cc(C)nc(/N=C(\N)Nc2ccc(S(N)(=O)=O)cc2)n1	9%[57.1 µM]	5	-0.7%	21%	-1%	-7%	-4	-3%	0%
COc1ccc(NC(=O)Cn2ccn(-c3ccc(C)c(C)c3)c(=O)c2=O)cc1Cl	8%	-4	2.4%	-8%	-4%	-8%	-10	-3%	-3%
COc1nc(C)nc(Cl)c1NC1=NCCN1	6%[57.1 µM]	-1&-1&3&0	·	4%&7%	4%&9%	18%&-23%	-15&-3	?	0%&-1%
CN(C)CCCN1c2ccccc2Sc2ccccc21	5%[57.1 µM]	0&4&0	-1.3%	9%	-13%	-11%	-13&9	-3%&-2%&-4%&-5%	3%
CC1(C)O[C@H]2CC(=O)OCC23[C@H]2CC[C@@]4(C)[C@H](c5ccoc5)OC(=O)[C@H]5O[C@]54[C@]2(C)C(=O)C[C@@H]13 (stereo partly specified)	1%[57.1 µM]	-1	1.0%	5%	-2%	-12%	1	-4%	0%
Nc1cc(-c2ccncc2)c[nH]c1=O	?	-55*	-2.4%	-3%	6%	40µM*	16	-3%&-5%&-4%&-7%	-5%
Cc1nc2c3ccccc3nc(NNC(=O)CCC(=O)N3CCN(c4cc(Cl)ccc4C)CC3)n2n1	-9%	-1	0.9%	-9%	-13%	-21%	-7	2%	-3%
CCCn1ncc(CN2CCCC(C(=O)c3cccc(OC(C)C)c3)C2)c1C (stereo unspecified)	12%	-1	-1.3%	-3%	3%	-17%	-1	-4%	0%
O=C(O)[C@@H]1[C@H]2C[C@H]3c4[nH]c5ccccc5c4CCN3C[C@@H]2CC[C@@H]1O	12%	-18&-7	-0.9%	-6%	-3%	-27%	3	-2%	-3%
CC(C)Cn1cnc2c1c(=O)n(C)c(=O)n2C	5%	-1&0	14%	-4%	25%	?	-9	-3%&-3%	-2%
C=C1c2cccc(O)c2C(=O)C2C(=O)[C@]3(O)C(=O)C(C(N)=O)C(=O)[C@@H](N(C)C)[C@@H]3[C@@H](O)[C@H]12 (stereo partly specified)	-6%	?	·	-2%	4%	?	-12	-6%	5%
CC(=O)O[C@]1(C(C)=O)CC[C@H]2[C@@H]3C=C(Cl)C4=CC(=O)[C@@H]5C[C@@H]5[C@]4(C)[C@H]3CC[C@@]21C	?	0&1&-5&-10	-0.3%	9%&8%	-2%&-11%	?	-2&-4	0%&0%&-2%&-3%	1%&1%

Seven compounds out of the list, ordered by count of non-hydrogen atoms, lowest first.
SMILES	TrxR1 substrate	PI4K2A block	RXFP1 ag	Vif-A3F inh	IDH1 R132H inh	USP1 inh	LDHA inh	GRP78 ERSR act	Vif-APOBEC3G blk
Nc1cc(-c2ccncc2)c[nH]c1=O	?	-55*	-2.4%	-3%	6%	40µM*	16	-3%&-5%&-4%&-7%	-5%
COc1nc(C)nc(Cl)c1NC1=NCCN1	6%[57.1 µM]	-1&-1&3&0	·	4%&7%	4%&9%	18%&-23%	-15&-3	?	0%&-1%
CN(C)CCCN1c2ccccc2Sc2ccccc21	5%[57.1 µM]	0&4&0	-1.3%	9%	-13%	-11%	-13&9	-3%&-2%&-4%&-5%	3%
Cc1cc(C)nc(/N=C(\N)Nc2ccc(S(N)(=O)=O)cc2)n1	9%[57.1 µM]	5	-0.7%	21%	-1%	-7%	-4	-3%	0%
C=C1c2cccc(O)c2C(=O)C2C(=O)[C@]3(O)C(=O)C(C(N)=O)C(=O)[C@@H](N(C)C)[C@@H]3[C@@H](O)[C@H]12 (stereo partly specified)	-6%	?	·	-2%	4%	?	-12	-6%	5%
CC1(C)O[C@H]2CC(=O)OCC23[C@H]2CC[C@@]4(C)[C@H](c5ccoc5)OC(=O)[C@H]5O[C@]54[C@]2(C)C(=O)C[C@@H]13 (stereo partly specified)	1%[57.1 µM]	-1	1.0%	5%	-2%	-12%	1	-4%	0%
Cc1nc2c3ccccc3nc(NNC(=O)CCC(=O)N3CCN(c4cc(Cl)ccc4C)CC3)n2n1	-9%	-1	0.9%	-9%	-13%	-21%	-7	2%	-3%
